TRb SRC2 PPI: TRbeta-SRC2 interaction inhibition; P10828; TRbeta-SRC2 peptide binding, fluorescence polarization; receptor liganded with 1 µM T3; Potency, µM (top dose mostly 106 µM), for inactives: top-dose activity change, negative = inhibition, actives largely listed as inhibitors; 280,000 compounds, 0.065% hits; AID 1469; active means well fitted inhibition curve with a large enough effect;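 further: plate controls were bound peptide for no effect and peptide without receptor for full effect; nearly all actives have a fitted effect of over 50% in size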
Target sequence (P10828 whole entry, looked up): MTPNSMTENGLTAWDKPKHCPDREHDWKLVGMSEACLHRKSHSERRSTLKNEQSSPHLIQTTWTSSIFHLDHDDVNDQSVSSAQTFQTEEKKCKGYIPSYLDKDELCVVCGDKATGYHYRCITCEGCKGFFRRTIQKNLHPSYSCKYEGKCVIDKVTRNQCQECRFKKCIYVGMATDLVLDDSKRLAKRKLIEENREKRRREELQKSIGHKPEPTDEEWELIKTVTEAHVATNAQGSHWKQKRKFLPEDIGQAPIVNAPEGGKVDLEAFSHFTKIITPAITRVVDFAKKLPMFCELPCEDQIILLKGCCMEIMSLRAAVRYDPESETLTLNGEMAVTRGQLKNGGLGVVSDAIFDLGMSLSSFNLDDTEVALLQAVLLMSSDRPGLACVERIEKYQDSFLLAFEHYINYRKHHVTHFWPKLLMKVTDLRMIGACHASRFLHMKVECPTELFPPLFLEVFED
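Quantitative HTS by FP: 0.6 uM TRb LBD, 20 nM labeled SRC2 20-mer, 1 uM T3, 5% DMSO; 5 hr ambient incubation; % activity per concentration and potencies from concentration series.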
TR SRC2 fluor cs: alters Texas Red total fluorescence, flagging assay interference; TRb/SRC2 Texas Red total fluorescence interference; 280,000 compounds, 0.29% hits; Potency, µM (top dose mostly 106 µM), for inactives: at the top dose fluorescence change, negative = quenching; active means well fitted curve in either direction with a large enough effect
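Human TRb ligand-binding domain at 0.6 uM with 20 nM Texas Red SRC2 peptide in Tris buffer containing 1 uM T3 and 5% DMSO, incubated with compound 5 h at ambient temperature. Total fluorescence (555/632 nm) calculated as parallel + 2 × perpendicular.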
Active calls of the source: *; [ ] = dose if it differs, or a comment. Unless noted, on the % scale 0 is the no-effect control and ±100 the full control effect; potency means the concentration at half of the fitted maximal effect.

Screening COc1ccc(-c2onc(C)c2C)cc1S(=O)(=O)N(C)Cc1ccco1 returned TRb SRC2 PPI 6% and TR SRC2 fluor cs 0%.
For COc1ccc(-c2onc(C)c2C)cc1S(=O)(=O)NCC1CCN(Cc2cccc(F)c2)CC1 the results were TRb SRC2 PPI 3% and TR SRC2 fluor cs 0%.
COc1ccc(C(=O)c2sc(Nc3cc(Cl)ccc3C)nc2N)cc1OC was read as TRb SRC2 PPI 8% and TR SRC2 fluor cs -3%.
`COc1cccc(NC(=O)CN2C(=O)COc3ccc(S(=O)(=O)N4CCOCC4)cc32)c1` gave TRb SRC2 PPI 0% and TR SRC2 fluor cs -1%.
Screening O=C(Nc1ccc(S(=O)(=O)N2CCC(c3nc4ccccc4s3)CC2)cc1)c1ccccc1 returned TRb SRC2 PPI 3% and TR SRC2 fluor cs 0%.
`CCCC(CCC)C(=O)Nc1cccc(-c2nc3cccnc3s2)c1` gave TRb SRC2 PPI 5% and TR SRC2 fluor cs -1%.
`COc1ccccc1-c1noc(-c2ccc(N3CCC(C)CC3)c([N+](=O)[O-])c2)n1` gave TRb SRC2 PPI 5% and TR SRC2 fluor cs 0%.
Cc1ccc(C)c(OC(=O)CSc2nnc(CNC(=O)c3ccccc3)o2)c1 was read as TRb SRC2 PPI 10% and TR SRC2 fluor cs 0%.
`CC(C)c1ccc(NC(=O)CCS(=O)(=O)c2ccc3c(c2)CC(=O)N3C)cc1` gave TRb SRC2 PPI -3% and TR SRC2 fluor cs 2%.
`O=C(CCCn1ccc2cc(S(=O)(=O)N3CCCC3)ccc21)NCc1ccc(Cl)cc1` gave TRb SRC2 PPI 0% and TR SRC2 fluor cs -1%.
C[Si](Cl)(Cl)c1ccccc1 was read as TRb SRC2 PPI -1%[201 µM] and TR SRC2 fluor cs 0%[201 µM].
Screening Cc1cccc(-n2nc(C)c(C(=O)Nc3cc(C)ccc3C)c2-n2cccc2)c1 returned TRb SRC2 PPI 0% and TR SRC2 fluor cs -3%.
For Cc1nn(CC(=O)Nc2cc(F)ccc2F)c(=O)c2cccn12 the results were TRb SRC2 PPI 7% and TR SRC2 fluor cs 0%.
`CCC(C(=O)NCCc1cc(OC)ccc1OC)n1nc(C)c2sc3ccccc3c2c1=O` (stereo unspecified) gave TRb SRC2 PPI 1% and TR SRC2 fluor cs 0%.
`CN(c1nnc(NC(=O)Nc2ccc(Br)cc2)s1)C1CCCCC1` gave TRb SRC2 PPI 0% and TR SRC2 fluor cs 2%.
For Cc1nn(CC(=O)NCc2ccc(N(C)C)cc2)c(=O)c2nn(-c3ccccc3)c(C)c12 the results were TRb SRC2 PPI 3% and TR SRC2 fluor cs -1%.
`COc1ccccc1NC(=O)n1ncc2c(C)cccc21` gave TRb SRC2 PPI -7% and TR SRC2 fluor cs -1%.
Screening COC(=O)c1cccc(C(=O)OC)c1 returned TRb SRC2 PPI -6%[201 µM] and TR SRC2 fluor cs -5%[201 µM].
`Cc1cc(C)cc(NC(=O)CN2C(=O)c3ccccc3Sc3ncccc32)c1` gave TRb SRC2 PPI 4% and TR SRC2 fluor cs -1%.
Cc1cn2c(=O)c(S(=O)(=O)NCCc3ccc(Cl)cc3)c(C)nc2s1 was read as TRb SRC2 PPI -4% and TR SRC2 fluor cs -2%.
Cc1cc(C)cc(NC(=O)C2CCCN(c3nnc(C)c4c(C)n(-c5ccccc5)nc34)C2)c1 (stereo unspecified) was read as TRb SRC2 PPI -3% and TR SRC2 fluor cs -1%.
For CCOC(=O)c1c(C)[nH]c(C)c1S(=O)(=O)N1CCCC(C(=O)NCc2cccc(OC)c2)C1 (stereo unspecified) the results were TRb SRC2 PPI -6% and TR SRC2 fluor cs 0%.
Cc1ccc(C)c(Nc2nc3c(S(=O)(=O)c4ccc(Br)cc4)nnn3c3ccsc23)c1 was read as TRb SRC2 PPI -4% and TR SRC2 fluor cs -1%.
For Cc1ccc2c(c1)c1c(c(=O)n(Cc3ccccc3)c(=O)n1Cc1cccc(C(F)(F)F)c1)n2C the results were TRb SRC2 PPI -8% and TR SRC2 fluor cs -1%.
`Cc1ccccc1NC(=O)CSc1ccc(-c2cccs2)nn1` gave TRb SRC2 PPI 8% and TR SRC2 fluor cs -2%.
COCCNc1ccc(-c2nc(-c3ccncc3)no2)cc1[N+](=O)[O-] was read as TRb SRC2 PPI -1% and TR SRC2 fluor cs -1%.
Screening Cc1ccc(-c2nnc3ccccc3c2C(=O)Nc2ccc(C)c(F)c2)cc1 returned TRb SRC2 PPI -1% and TR SRC2 fluor cs -1%.
Screening COc1ccccc1CNC(=O)Cn1cc2c(n1)-c1c(oc(C(=O)N3CCOCC3)c1C)CC2 returned TRb SRC2 PPI 2% and TR SRC2 fluor cs 0%.
For CC(=O)c1ccc(NC(=O)c2nc(-c3ccccc3)n(-c3ccccc3)n2)cc1 the results were TRb SRC2 PPI 2% and TR SRC2 fluor cs 0%.
For Cc1ccc(CCNC(=O)CN2C(=O)COc3ccc(S(=O)(=O)N4CCCCC4)cc32)cc1 the results were TRb SRC2 PPI -9% and TR SRC2 fluor cs 1%.

6 entries drawn at random from those above:
`Cc1ccccc1NC(=O)CSc1ccc(-c2cccs2)nn1` gave TRb SRC2 PPI 8% and TR SRC2 fluor cs -2%.
Screening COc1ccccc1CNC(=O)Cn1cc2c(n1)-c1c(oc(C(=O)N3CCOCC3)c1C)CC2 returned TRb SRC2 PPI 2% and TR SRC2 fluor cs 0%.
Cc1cc(C)cc(NC(=O)C2CCCN(c3nnc(C)c4c(C)n(-c5ccccc5)nc34)C2)c1 (stereo unspecified) was read as TRb SRC2 PPI -3% and TR SRC2 fluor cs -1%.
For CC(=O)c1ccc(NC(=O)c2nc(-c3ccccc3)n(-c3ccccc3)n2)cc1 the results were TRb SRC2 PPI 2% and TR SRC2 fluor cs 0%.
For Cc1ccc2c(c1)c1c(c(=O)n(Cc3ccccc3)c(=O)n1Cc1cccc(C(F)(F)F)c1)n2C the results were TRb SRC2 PPI -8% and TR SRC2 fluor cs -1%.
Screening Cc1ccc(-c2nnc3ccccc3c2C(=O)Nc2ccc(C)c(F)c2)cc1 returned TRb SRC2 PPI -1% and TR SRC2 fluor cs -1%.

Next part.
Screening COc1ccc(OC)c(-n2nnc(-c3nc(-c4cc(OC)c(OC)c(OC)c4)no3)c2C)c1 returned TRb SRC2 PPI -5% and TR SRC2 fluor cs -1%.
For O=C(CSc1ncc2c(n1)-c1cc(Cl)ccc1N(Cc1ccccc1)S2(=O)=O)NCc1ccccc1 the results were TRb SRC2 PPI 6% and TR SRC2 fluor cs 5%.
`Cc1ccc(NC(=O)NCc2c(-n3cccc3)sc3c2CCCC3)c(Cl)c1` gave TRb SRC2 PPI -3% and TR SRC2 fluor cs -1%.
`CC(C)c1ccc(NC(=O)CN2C(=O)COc3ccc(S(=O)(=O)N4CCOCC4)cc32)cc1` gave TRb SRC2 PPI 4% and TR SRC2 fluor cs 1%.
Screening COc1cccc(CNC(=O)c2ccc3c(c2)c(C)c(C)n3Cc2ccccc2)c1 returned TRb SRC2 PPI 2% and TR SRC2 fluor cs -1%.
COc1ccccc1CNc1ccc(-c2nc(-c3ccccn3)no2)cc1[N+](=O)[O-] was read as TRb SRC2 PPI 2% and TR SRC2 fluor cs -1%.
For CCc1ccc(CNC(=O)Cn2c(-c3cccs3)cc3cc(F)ccc32)cc1 the results were TRb SRC2 PPI -9% and TR SRC2 fluor cs 0%.
For Cc1ccc(-n2nc3c(=O)n(CCCC(=O)NC(C)c4ccccc4)nc(C)c3c2C)cc1 (stereo unspecified) the results were TRb SRC2 PPI -3% and TR SRC2 fluor cs 1%.
For O=C(CSc1cn(CC(=O)N2CCOCC2)c2ccccc12)Nc1ccccc1C(F)(F)F the results were TRb SRC2 PPI -7% and TR SRC2 fluor cs -1%.
CCCn1c(=O)c2sccc2n2c(CCCC(=O)N3CCN(c4cccc(C)c4C)CC3)nnc12 was read as TRb SRC2 PPI -5% and TR SRC2 fluor cs -3%.
Screening COc1ccc(C(=O)Cn2c(=O)c(-c3cc(C)ccc3NC(C)=O)nc3ccccc32)cc1 returned TRb SRC2 PPI 6% and TR SRC2 fluor cs -1%.
Screening CCOc1ccc(CCNC(=O)c2ccc(Cn3c(=O)c4cccn4c4cccnc43)cc2)cc1 returned TRb SRC2 PPI 1% and TR SRC2 fluor cs -2%.
For CC(C)OCCCn1c(=O)c2ccccc2n2c(-c3ccccc3)nnc12 the results were TRb SRC2 PPI -1% and TR SRC2 fluor cs 0%.
For COc1ccc(OC)c(-n2nnc3c(sc4nc(C)c(Br)c(C)c43)c2=O)c1 the results were TRb SRC2 PPI 5% and TR SRC2 fluor cs -2%.
Cc1ccc(NC(=O)CCN2C(=O)c3ccccc3Sc3ncccc32)cc1 was read as TRb SRC2 PPI 2% and TR SRC2 fluor cs 0%.
For CCOc1ccc(OCC)c(Nc2ccc3cc(S(=O)(=O)N4CCCC4)ccc3n2)c1 the results were TRb SRC2 PPI -16% and TR SRC2 fluor cs -2%.
Screening CCOc1ccc(CNC(=O)CSc2nnc(C)c3c(C)n(-c4ccc(Cl)cc4)nc23)cc1 returned TRb SRC2 PPI -8% and TR SRC2 fluor cs -1%.
For COc1cc(C(=O)Nc2ccccc2-c2nc(-c3ccc(C)cc3)no2)cc(OC)c1OC the results were TRb SRC2 PPI -3% and TR SRC2 fluor cs 2%.
`Cc1ncc(CO)c2c1Oc1nc(-c3ccc(F)cc3)nc(SCc3ccc(F)cc3Cl)c1C2` gave TRb SRC2 PPI 5% and TR SRC2 fluor cs -2%.
`Cc1ccccc1CN1c2ccccc2-c2nc(SCC(N)=O)ncc2S1(=O)=O` gave TRb SRC2 PPI 5% and TR SRC2 fluor cs -2%.
Screening CCS(=O)(=O)N1CCCc2cc(C(=O)Nc3cccc(C(C)=O)c3)ccc21 returned TRb SRC2 PPI 2% and TR SRC2 fluor cs -4%.
Cc1ccc(-n2c(=O)c3oc4ccccc4c3n(Cc3ccccc3)c2=O)cc1C was read as TRb SRC2 PPI 4% and TR SRC2 fluor cs 0%.
Screening Cc1cccc(Nc2nc3c(S(=O)(=O)c4ccc(Br)cc4)nnn3c3ccsc23)c1C returned TRb SRC2 PPI 5% and TR SRC2 fluor cs 3%.
Screening COc1ccc(C(CC(=O)Nc2cccc(C)c2C)N2Cc3ccccc3C2=O)cc1 (stereo unspecified) returned TRb SRC2 PPI 0% and TR SRC2 fluor cs -3%.
`Cc1cc(C)cc(-n2c(C)cc(C(=O)C(=O)Nc3ccccc3F)c2C)c1` gave TRb SRC2 PPI -1% and TR SRC2 fluor cs -2%.
`Cc1cccc(-c2noc(-c3cc(C(C)C)[nH]n3)n2)c1` gave TRb SRC2 PPI -2% and TR SRC2 fluor cs -1%.
Cc1cccc(OCCSc2nc(-c3cccs3)nc3cc(=O)[nH]n23)c1 was read as TRb SRC2 PPI -7% and TR SRC2 fluor cs 0%.
For CCN1c2ccccc2-c2nc(SCC(=O)NCc3ccc(Cl)cc3)ncc2S1(=O)=O the results were TRb SRC2 PPI -4% and TR SRC2 fluor cs 0%.
Screening COc1ccc(Cn2c(C(=O)O)c(CNCc3ccco3)c3ccc(C)cc32)cc1 returned TRb SRC2 PPI -2% and TR SRC2 fluor cs 1%.
Cc1cccc(NC(=O)CSc2cn(CC(=O)N3CCC(C)CC3)c3ccccc23)c1C was read as TRb SRC2 PPI -3% and TR SRC2 fluor cs 0%.
Screening CN(C)CCNC(=O)Cn1ccc2cc(S(=O)(=O)N3CCCCCC3)ccc21 returned TRb SRC2 PPI -13% and TR SRC2 fluor cs 0%.
Screening CCn1cc2nc(SCc3cccc(C)c3)n(CCc3ccccc3)c(=O)c2n1 returned TRb SRC2 PPI 4% and TR SRC2 fluor cs -1%.
For CC(=O)c1ccc(N2CCN(c3ccc4cc(S(=O)(=O)N5CCCCC5)ccc4n3)CC2)cc1 the results were TRb SRC2 PPI -8% and TR SRC2 fluor cs -1%.
For Cc1ccc2c(c1)N(S(=O)(=O)c1cc(-c3onc(C)c3C)ccc1C)CCO2 the results were TRb SRC2 PPI -1% and TR SRC2 fluor cs -2%.
For CCc1cccc(C)c1NC(=O)CCCN1C(=O)C(c2ccccc2)Oc2cccnc21 (stereo unspecified) the results were TRb SRC2 PPI 3% and TR SRC2 fluor cs 0%.
For CCOc1ccc(-c2cc(C(=O)NCCc3ccc(OC)c(OC)c3)[nH]n2)cc1 the results were TRb SRC2 PPI -12% and TR SRC2 fluor cs 0%.
`COc1ccc(NCc2cc3cc4c(cc3n(CC(=O)Nc3ccc(F)cc3)c2=O)OCCO4)cc1` gave TRb SRC2 PPI -6% and TR SRC2 fluor cs 0%.
Cc1cc(C)c(NC(=O)CSc2nncn3c2cc2oc(C)cc23)c(C)c1 was read as TRb SRC2 PPI 0% and TR SRC2 fluor cs -1%.
CSc1cccc(NC(=O)Cn2nc(C)c3sc4ccccc4c3c2=O)c1 was read as TRb SRC2 PPI 10% and TR SRC2 fluor cs 1%.

Entries from the list above that contain a nitro group on carbon:
`COc1ccccc1-c1noc(-c2ccc(N3CCC(C)CC3)c([N+](=O)[O-])c2)n1` gave TRb SRC2 PPI 5% and TR SRC2 fluor cs 0%.
COCCNc1ccc(-c2nc(-c3ccncc3)no2)cc1[N+](=O)[O-] was read as TRb SRC2 PPI -1% and TR SRC2 fluor cs -1%.
COc1ccccc1CNc1ccc(-c2nc(-c3ccccn3)no2)cc1[N+](=O)[O-] was read as TRb SRC2 PPI 2% and TR SRC2 fluor cs -1%.

High-throughput results: PubChem, National Center for Advancing Translational Sciences (NCATS)

Only part of the results is shown. The share of hits here may be higher or lower than overall.
